Pin1 inh: inhibitors of human Pin1; Q13526; 390,000 tested, 0.009% active; Potency, µM (series often up to 115 µM), inactives show at the highest dose activity, negative = inhibition, most hits filed as inhibitors; Pin1 FP peptide displacement, HiFluor488, 10 min; active means well fitted inhibition curve with a large enough effect in the polarisation, with a control signal flat, not every such curve was filed as active; inconclusive means small, poorly fitted or top-dose-only effect, or effect the other way, or a change in a side signal; inactive means no such curve, though single readings can be large or run the other way; the % refers to the polarisation; further: potency means the concentration at half of the fitted maximal effect; on the % scale 0 is the no-effect control and ±100 the full control effect
JMJD2A Tudor inh: inhibitors of human JMJD2A Tudor domain; O75164; AlphaScreen JMJD2A-Tudor / H3K4me3 peptide binding; Potency, µM (doses to about 114 µM), for inactives: at the highest dose activity change, negative = inhibition, hits mostly inhibitors; 390,000 tested, 4.4% active; further: potency means the concentration at half of the fitted maximal effect; on the % scale 0 is the no-effect control and ±100 the full control effect; nearly all actives have a fitted effect of over 50% in size
HP1b chromo inh: HP1-beta chromodomain-methylated histone interaction inhibition; 390,000 tested, 0.56% active; Potency, µM (titrated, usually from 114 µM), inactives show at the top dose activity change, negative = inhibition, hits mostly inhibitors; AlphaScreen HP1-beta / biotin-H3K9me3 peptide binding; further: potency means the concentration at half of the fitted maximal effect; nearly all actives have a fitted effect of over 70% in size; inactives centre near 23
Target sequence (P83916 whole entry, looked up): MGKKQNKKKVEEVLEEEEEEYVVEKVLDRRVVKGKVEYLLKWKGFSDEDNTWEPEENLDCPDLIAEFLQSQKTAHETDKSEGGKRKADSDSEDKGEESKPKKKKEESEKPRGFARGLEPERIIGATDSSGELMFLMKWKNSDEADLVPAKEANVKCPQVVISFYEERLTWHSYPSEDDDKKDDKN
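Compound inhibition of the preformed complex between 50 nM HP1-beta and 50 nM biotinylated H3K9me3 peptide was read by AlphaScreen. Buffer was PBS pH 7.4 with 0.01% Tween-20. Incubations ran 30 min at room temperature, with 10 ug/mL donor/acceptor beads.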
GLS inh: inhibitors of human glutaminase (GLS); O94925; GLS enzymatic activity, qHTS titration; Potency, µM (top dose mostly 45.5 µM), for the others: top-dose activity change, negative = inhibition, usual class: inhibitors; 410,000 tested, 0.21% active; AID 624170; further: potency means the concentration at half of the fitted maximal effect; on the % scale 0 is the no-effect control and ±100 the full control effect
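hKGA in 45 mM KH2PO4 pH 8.2, 0.02% Tween-20 with pin-transferred compounds; 1 mM L-glutamine (stock) plus glutamate oxidase/HRP/Amplex Red coupling added. Fluorescence read initially and after 30 min at RT.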
ERG Ets-DNA blk: inhibitors of human ERG Ets domain-DNA interaction | 370,000 tested, 0.028% active | P11308 | Potency, µM (titrated, usually from 76.9 µM), for inactives: at the highest dose FP activity, negative = inhibition, hits mostly inhibitors | fluorescence polarization, His-ERG Ets domain / labelled DNA; active means well fitted inhibition curve with a large enough effect in the polarisation, with a control signal flat; inconclusive means small, poorly fitted or top-dose-only effect, or effect the other way, or a change in a side signal; inactive means no such curve, though single readings can be large or run the other way; the % refers to the polarisation;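 further: polarization taken with two DNA probes labelled with fluorescein and Texas red; potency means the concentration at half of the fitted maximal effect; % of control where 0% means no effect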
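His-tagged ERG Ets domain (1 uM in the protein solution; 300mM KCl, 50mM Tris-HCl, 1mM EDTA, 1mM DTT, pH 7.5) received compound, then a probe mix of 5 nM fluorescein-DNA and 100nM Texas-615-DNA. Fluorescence polarization was read for both dyes.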
PI4K2A inh: PI4K2A (human) kinase inhibition; Q9BTU6; purified PI4K2A, ADP-Glo luminescence, 1 h; hits give low values; activity change, negative = inhibition, % at 76.9 µM; 420,000 tested, 0.13% active; in the data active means activity change below about -50%; inconclusive means mostly about -30% to -49%;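 further: -100% = wells without enzyme as full effect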
Target sequence (Q9BTU6 whole entry, looked up): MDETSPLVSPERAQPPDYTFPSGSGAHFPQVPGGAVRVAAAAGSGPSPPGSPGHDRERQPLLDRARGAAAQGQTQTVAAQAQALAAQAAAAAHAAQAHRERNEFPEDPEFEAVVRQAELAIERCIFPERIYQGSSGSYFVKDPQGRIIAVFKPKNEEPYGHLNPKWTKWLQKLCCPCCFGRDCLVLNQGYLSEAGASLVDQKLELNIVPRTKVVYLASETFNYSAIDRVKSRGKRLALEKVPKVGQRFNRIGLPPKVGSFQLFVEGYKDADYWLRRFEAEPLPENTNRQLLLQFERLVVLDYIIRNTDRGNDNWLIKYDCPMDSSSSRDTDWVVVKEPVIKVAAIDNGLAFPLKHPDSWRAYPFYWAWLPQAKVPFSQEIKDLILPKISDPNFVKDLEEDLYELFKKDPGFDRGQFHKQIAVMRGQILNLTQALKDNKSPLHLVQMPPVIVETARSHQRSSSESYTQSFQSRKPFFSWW
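PI4K2A activity was measured by ADP-Glo luminescence: enzyme (4 ug/mL stock) and phosphatidylinositol (1.2 mM stock) in Tris pH 7.5/MgCl2/EGTA/Triton X-100 buffer were reacted with ATP (300 microM stock) for one hour at ambient temperature.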
BAZ2B inh: blocks human BAZ2B; Q9UIF8; AlphaScreen BAZ2B-H3K14Ac peptide displacement; Potency, µM (highest dose often 114 µM), without a hit: top-dose activity change, negative = inhibition, hits mostly inhibitors; 360,000 tested, 4.4% active; further: potency means the concentration at half of the fitted maximal effect; on the % scale 0 is the no-effect control and ±100 the full control effect; nearly all actives have a fitted effect of over 60% in size
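AlphaScreen displacement: compounds (up to 110uM) incubated 30 min at room temperature with a preformed 50 nM BAZ2B/50 nM biotinylated H3K14Ac peptide complex in PBS pH 7.4 with Tween-20. Donor and acceptor beads at 10 ug/mL final added, 20 min light-protected before reading.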
Tb PGK inh: T. brucei PGK inhibition; P07378; PGK/GAPDH coupled, Kinase-Glo luminescence, 60 min; Potency, µM (top dose mostly 57.5 µM), for the others: top-dose activity change, negative = inhibition, actives largely listed as inhibitors; 380,000 tested, 0.043% active; AID 602233; further: potency means the concentration at half of the fitted maximal effect; on the % scale 0 is the no-effect control and ±100 the full control effect; nearly all actives have a fitted effect of over 60% in size
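Recombinant glycosomal PGK reaction used 1,3-bisphosphoglycerate generated in-well by GAPDH (100nM final) in 100mM TEA pH 7.6, 5mM MgCl2, 0.01% Tween-20. After 60 minutes at room temperature, ATP was read by Kinase-Glo Plus luminescence end-point.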
G9a inh: inhibitors of human histone lysine methyltransferase G9a | AID 504332 | Q96KQ7 | Potency, µM (doses to about 102 µM), without a hit: at the highest dose activity, negative = inhibition, most hits filed as inhibitors | G9a H3K9 monomethylation, AlphaScreen, 2 h | 350,000 tested, 8.8% active; further: potency means the concentration at half of the fitted maximal effect; on the % scale 0 is the no-effect control and ±100 the full control effect; nearly all actives have a fitted effect of over 75% in size
Target sequence (Q96KQ7 913-1193 limits assumed): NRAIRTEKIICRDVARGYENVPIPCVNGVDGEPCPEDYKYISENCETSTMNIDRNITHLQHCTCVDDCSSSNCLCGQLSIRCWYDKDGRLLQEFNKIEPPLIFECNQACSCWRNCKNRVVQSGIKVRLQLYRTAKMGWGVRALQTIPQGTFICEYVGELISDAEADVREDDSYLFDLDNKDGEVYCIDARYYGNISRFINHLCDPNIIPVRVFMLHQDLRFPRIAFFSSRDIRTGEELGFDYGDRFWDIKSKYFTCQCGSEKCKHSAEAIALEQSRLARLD
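AlphaScreen read-out: biotin-H3K9 peptide (500 nM) methylation by 20 nM enzyme with 20 uM SAM, 2 h at room temperature after 15 min compound preincubation; anti-monomethyl H3K9 antibody plus donor/acceptor beads, 10 min dark.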
An asterisk follows results filed as active; i = inactive; ? = inconclusive; . = not tested or not shown; & = joins results of further samples; [ ] = remark or other dose. Unless noted, the call rests on the fitted dose curve; in most records, active means well fitted curve in the direction sought with a large enough effect; inconclusive means small, poorly fitted or top-dose-only effect, or another doubt; inactive means no such curve, though single readings can be large; an effect the other way counts as inactive or inconclusive. Not a hit list; 11% or so of the library scored in one or more.

SMILES | Pin1 inh | JMJD2A Tudor inh | HP1b chromo inh | GLS inh | ERG Ets-DNA blk | PI4K2A inh | BAZ2B inh | Tb PGK inh | G9a inh
O=[N+]([O-])c1ccccc1OCCCOc1cccc2cccnc12 | 23% | -30% | 19% | -17% | 11% | 2 | ? | -3% | -9%[0.501 µM]
Cc1ccc2cc(CN(Cc3ccco3)C(=O)NC3CCCCC3)c(=O)[nH]c2c1C | 10% | ? | -9% | -1% | 6% | 1 | -36% | -1% | ?
O=S(=O)(NCCN1CCOCC1)c1ccc(F)c(Cl)c1 | 1% | 14µM* | 11% | ? | 3% | -1 | -2% | -13% | 6%
O=C(CSc1nnc(-c2c[nH]c3ccccc23)o1)c1ccc(-c2ccccc2)cc1 | 7% | 3% | 15% | 5% | -4% | 1 | -3% | -2% | -9%
COC(=O)CCc1nc2ccccc2nc1OC | -5% | -20% | 6% | 10% | -2% | -2 | -5% | -9% | -4%
CC(=O)Nc1ccc(S(=O)(=O)Nc2cccc3cccnc23)cc1 | 1%&-1% | -15%&-35% | 31% | -14% | 2% | 1 | ? | -9% | 27%
Cc1cc(NC(=O)c2ccc(C)c(C)c2)no1 | -3% | -2% | 34% | -1% | 4% | -2 | -4% | 5% | -7%[0.501 µM]
C/C(=N/OC(=O)c1cccc(C(F)(F)F)c1)c1cnccn1 | 0% | -15% | 13% | 3% | 2% | -6 | -5% | i | -6%
O=C(CNC(=O)c1cccs1)N/N=C/c1c[nH]c2ccccc12 | 3% | ? | 8% | 6% | -1% | 0 | -11% | -5% | 1%
CCN(CC)Cc1c(C(=O)N/N=C/c2ccc(OCc3ccccc3C)cc2)nnn1-c1nonc1N | 4% | -20% | 22% | 4% | 7% | -2 | ? | 6% | .
CCCSC1=NN2CCCC(=O)N=C2S1 | -4% | 5% | 31% | 65%[activator] | -3% | -4 | -7% | i | 15%
C/C(Cl)=C/Cn1c(N2CCCC2)nc2c1c(=O)[nH]c(=O)n2C | 1% | -9% | 37% | -3% | -13% | 3 | -5% | -3% | 23%
CC(C)Cn1c(CCCNC(=O)c2ccco2)nc2ccccc21 | -10% | -13% | 25% | 3% | 0% | -2 | -21% | -7% | 15%
Cc1nnc(NC(=O)CSc2nccn2-c2cccc(C)c2C)s1 | 4% | -30% | -5% | 6% | -7% | -1 | -30% | -2% | 50µM*
COc1ccc(OC)c(C2=NS(=O)(=O)N(C)C(C(=O)Nc3ccc(C(C)=O)cc3)=C2)c1 | 28%&13% | ? | -15%&13% | 0%&5% | -9%&0% | -3&-1 | -15% | -9%&-6% | -24%
CCC/C=C(\CCC)C(NC(=O)c1ccc(C(=O)OC)cc1)c1ccc(C(=O)OC)cc1 (stereo unspecified) | -1% | -11% | 40%[activator] | 1% | -5% | -1 | . | 4% | .
CC(=C/C(=O)O)/C=C/c1ccco1 | -9% | -18% | 20% | 4% | 0% | -6 | -9% | 1% | 40µM*
Cn1c(=O)c(C(=O)Nc2ccccn2)c(O)c2ccccc21 | -10% | ? | ? | 4% | 3% | 0 | -6% | -5% | 9%
CC1=C(C#N)C(=O)NC(=O)/C1=C/c1ccc(-c2ccc(S(N)(=O)=O)cc2)o1 | -11% | 71µM* | ? | 15% | -9% | -13 | 45µM* | ? | 8.9µM*
COc1cccc(C(C2=C(O)CC(C)(C)CC2=O)C2C(=O)CC(C)(C)CC2=O)c1 (stereo unspecified) | 8% | -15% | 43%[activator] | 44%[activator] | -7% | -6 | 1% | 0% | 45µM*
O=C(NC(=S)N1CCN(C2CCCCC2)CC1)c1ccccc1 | -15% | -17% | -11% | 1% | -3% | 1 | -24% | 7% | 50µM*
COc1ccc(S(=O)(=O)N2CCC(C(=O)NCCC(=O)Nc3nccs3)CC2)cc1 | -1% | -1% | 43%[activator] | -4% | 26% | -2 | 5% | 1% | 16%
Clc1cccc(CON/C=N/c2ncnc3sccc23)c1 | 1% | 17% | 80%[activator] | 7% | 0% | 0 | 12% | -1% | 24%[2.33 µM]
Cc1nnc(NC(=O)CSCc2ccccc2)s1 | 1% | -17% | 17% | -4% | -2% | -6 | 31%[activator] | -5% | 24%[59 µM]
O=C(CCCCCN1C(=O)c2ccccc2C1=O)Oc1ccc2c3c(c(=O)oc2c1)CCC3 | ? | -20% | 14% | 9% | -9% | -3 | 2% | i | 6%[59 µM]
COC(=O)c1ccc(COC(=O)C2CCN(S(=O)(=O)c3ccc(C)c(C)c3)CC2)o1 | 24% | -3% | 11% | 6% | 4% | -2 | -26% | -4% | -43%
C/C(CCc1ccccc1)=N\NC(=S)NCCc1ccccc1 | ? | ? | -22% | 6% | -5% | 3 | 40µM* | -3% | ?
O=C(Oc1c(Br)cc(Br)c2cccnc12)N1CCCCC1 | -6% | 7% | 10% | 2% | -8% | -2 | -7% | 0% | 8%[59 µM]
CNc1nc(Sc2cccc(C(F)(F)F)c2)cc(C(F)(F)F)n1 | ? | 70%[activator] | 101%[activator] | 6% | 3% | 2 | 59%[activator] | -8% | 29%[59 µM]
Cc1ccc(Cn2c(CCC(=O)O)nc3ncccc3c2=O)cc1 | 5% | -9% | 6% | -14% | -17% | -4 | -1% | -5% | 3%
CCc1ccc(NC(=O)Cn2nnc(C(=O)NCc3ccco3)c2N)cc1 | 4%&8% | -22%&-12% | 47%&35%[activator] | -1%&4% | -5%&-9% | -3&-4 | -11% | -8%&-7% | -1%[59 µM]
CCOC(=O)c1ccc(NC(=S)N2CCN(c3ccccn3)CC2)cc1 | -1% | 0% | 33% | 1% | -7% | 2 | -5% | -5% | 0%
Cc1ccccc1NS(=O)(=O)c1ccc(C(=O)N2CCN(S(=O)(=O)c3ccccc3)CC2)cc1 | 17% | -14% | 25% | 2% | 4% | 1 | 6% | 2% | 1%[0.501 µM]
CCCCOC(=O)CCc1c(C)[nH]c(=S)[nH]c1=O | -1% | -14% | 43%[activator] | -20% | -4% | 9 | -7% | 0% | 35%[0.501 µM]
Cc1cccc(-c2nc(CN3CCCC(C(=O)NC4CCCC4)C3)c(C)o2)c1 (stereo unspecified) | 3% | -16% | 19% | 3% | 1% | -5 | -2% | -3% | ?
CCCCN(C)C(=O)Cn1cnc2sc(C)c(S(=O)(=O)N3CCC(C)CC3)c2c1=O | 0% | -14% | 35% | -2% | 0% | 0 | 4% | -17% | 1%[59 µM]
COc1ccc(C(=O)NNC(=O)CN2CCC(n3nnc4cc(F)ccc43)CC2)cc1 | -2% | -4% | 31% | 11% | -5% | -3 | 12% | i | 11%
CCC(C)(C)C1CCC2(CC1)NC(=O)N(CC(=O)NCCc1c[nH]c3ccccc13)C2=O (stereo unspecified) | 8% | -3% | 20% | 1% | . | -1 | -3% | -10% | 24%[12.7 µM]
O=C(OCCN(C1=NS(=O)(=O)c2ccccc21)c1ccc(Cl)cc1)c1ccco1 | -1% | -17% | 13% | 1% | -11% | 6 | . | -10% | 20%[59 µM]
CCC(C)NC(=O)C1CCCN(S(=O)(=O)c2ccc3c(c2)CC(C)N3C(=O)C2CC2)C1 (stereo unspecified) | 6% | -12% | 31% | 4% | 0% | -1 | -2% | -1% | -3%
COc1cc(NC(=S)N2CCN(C(c3ccccc3)c3ccccc3)CC2)cc(OC)c1 | 0% | -30% | 52%[activator] | 9% | -2% | 4 | -8% | -4% | -8%[59 µM]
O=C(Nc1nc2c(Cl)ccc(Cl)c2s1)c1ccco1 | 11% | -7% | 28% | 2% | 0% | 0 | -6% | 5% | ?
CCCN(Cc1cc(=O)[nH]c2ccccc12)C(=O)CC | 0% | -10% | 46%[activator] | 0% | 12% | 0 | -4% | i | 4%
Clc1ccc(CN2CCC(CNc3ncnc4onc(-c5ccc(Cl)cc5)c34)CC2)cc1 | 4% | ? | 13% | 4% | -1% | 0 | ? | 2% | -9%[59 µM]
CCc1ccc2c(CN3CCC(C(=O)OC)CC3)cc(=O)oc2c1 | 0% | -14% | 45%[activator] | 3% | -4% | 2 | 1% | -3% | 50µM*
COc1ccc(/C(C)=N\NS(=O)(=O)c2ccccc2)cc1OC | -1% | -2% | 36% | -10% | 5% | 1 | 1% | 5% | ?
CCn1nc(C)c(CNC(=O)c2cc(COc3ccc(F)cc3Cl)on2)c1C | 0% | 3% | 37% | -6% | -5% | 9 | -12% | i | 13%
COc1ccc(OC)c(S(=O)(=O)Nc2cc(C(=O)O)ccc2N2CC3CC(C2)c2cccc(=O)n2C3)c1 (stereo unspecified) | 0% | -24% | 22% | -3% | 14% | -2 | 1% | -1% | ?
NC(=O)C1CCN(C(=O)CC2C(=O)NCCN2Cc2cccc(Oc3ccccc3)c2)CC1 (stereo unspecified) | 2% | -14% | 11% | 12% | -3% | 1 | -12% | 3% | .
Cc1nc(N2CCC(C)CC2)c2c(C)c(C(=O)O)sc2n1 | ? | -13% | 24% | 34%[activator] | -4% | 6 | 8% | -2% | -27%[59 µM]

Source: PubChem BioAssay (National Center for Advancing Translational Sciences (NCATS))
